Compound activity: PubChem, The Scripps Research Institute Molecular Screening Center
M1 ag: human M1 muscarinic receptor agonism; AID 588814; actives 0.33% (n = 360,000); activation, % at 3 µM; P11229; CHO-K1 hM1, Fluo-8 calcium fluorescence, agonist mode; 0% DMSO, 100% acetylcholine EC100;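 active = activation above the run's mean compound activation plus 3 SD, cut at about 16% in these data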;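 note: peak over basal fluorescence ratio within a 140 s kinetic read after compound addition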
Target sequence (P11229 whole entry, looked up): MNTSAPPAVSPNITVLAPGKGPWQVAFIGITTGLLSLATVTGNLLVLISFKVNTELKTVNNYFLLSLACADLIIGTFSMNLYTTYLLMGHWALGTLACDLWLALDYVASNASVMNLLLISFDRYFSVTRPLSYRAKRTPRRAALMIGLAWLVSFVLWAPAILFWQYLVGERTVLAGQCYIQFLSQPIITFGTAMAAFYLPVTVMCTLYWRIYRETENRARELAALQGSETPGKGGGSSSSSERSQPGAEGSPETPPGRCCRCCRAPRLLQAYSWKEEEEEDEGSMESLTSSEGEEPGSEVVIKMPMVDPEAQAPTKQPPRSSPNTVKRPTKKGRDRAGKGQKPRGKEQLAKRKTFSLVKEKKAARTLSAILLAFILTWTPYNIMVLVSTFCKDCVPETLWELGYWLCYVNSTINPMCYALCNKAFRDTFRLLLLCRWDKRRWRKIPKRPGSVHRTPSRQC
TAAR1 antag: antagonists of human TAAR1. actives 1.5% (n = 360,000). inhibition, % at 3 µM. CHO RD-HGA16 TAAR1, Fluo-8 calcium fluorescence, antagonist;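 active = inhibition above a per-plate cutoff, the mean inhibition of test compounds on that plate plus 3 SD, cut at about 49% in these data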;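 note: 0% = DMSO plus EC80 beta-PEA response and 100% = DMSO alone without agonist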
Target sequence (Q96RJ0 whole entry, looked up): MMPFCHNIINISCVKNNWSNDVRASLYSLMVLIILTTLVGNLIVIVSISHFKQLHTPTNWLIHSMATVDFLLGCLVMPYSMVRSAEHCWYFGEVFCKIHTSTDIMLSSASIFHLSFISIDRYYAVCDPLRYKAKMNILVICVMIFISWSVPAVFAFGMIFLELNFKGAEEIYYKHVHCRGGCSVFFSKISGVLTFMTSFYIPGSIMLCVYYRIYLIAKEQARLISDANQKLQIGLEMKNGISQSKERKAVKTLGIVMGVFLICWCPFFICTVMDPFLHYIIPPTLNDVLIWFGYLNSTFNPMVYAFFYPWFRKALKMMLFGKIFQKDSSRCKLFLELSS
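Assay system: RD-HGA16 CHO cells with stable hTAAR1 and Gα16 / Reagent: EC80 β-phenethylamine stimulus / Doses: 3 µM, single point / Timing: dye loading 75 min at 37 °C, then 30 min room temperature / Measured by: Fluo-8 intracellular calcium dye fluorescence, real-time kinetic reads / Controls: vehicle wells and EC80 agonist wells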
CHO-K1 Ca PAM: M1 PAM counterscreen hit in parental CHO-K1 cells. actives 0.02% (n = 360,000). ATP EC20, Fluo-8 calcium fluorescence; 0% at ATP EC20, 100% at ATP max. AID 602247. activation, % at 3 µM;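 active = activation above the run cutoff, the mean activation of all test compounds plus 3 SD, cut at about 40% in these data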;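 note: peak over basal fluorescence ratio in a 140 s read after ATP addition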
CHO-K1 Ca ag: counter-screen for M1 agonists: effect in parental CHO-K1 cells | actives 0.48% (n = 360,000) | AID 602248 | Fluo-8 calcium fluorescence; scaled to maximal ATP response, vehicle zero | activation, % at 3 µM; in the data active = activation above about 15%;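 note: untransfected CHO-K1 host cells lacking M1 receptor as counterscreen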
CHO-K1 Ca antag: M1 antagonist counterscreen hit in parental CHO-K1 cells; ATP-induced calcium, Fluo-8 fluorescence; inhibition, % at 3 µM; actives 0.6% (n = 360,000); AID 602250;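 active = inhibition above a per-plate cutoff, the plate's mean sample inhibition plus 3 SD, cut at about 24% in these data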;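 note: 0% = DMSO plus EC80 ATP and 100% = DMSO alone without ATP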
TAAR1 agonist: human TAAR1 agonism; AID 624467; actives 0.99% (n = 360,000); CHO RD-HGA16 TAAR1, Fluo-8 calcium fluorescence; vehicle wells 0%, saturating PEA agonist 100%; activation, % at 3 µM;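 active = activation above the mean activation of all test compounds in the run plus 3 SD, cut at about 38% in these data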
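System: CHO RD-HGA16 cells carrying human TAAR1 plus Gα16; Incubation: 17-24 h seeding, 75 min 37 °C dye, 30 min RT; Measured by: Fluo-8 fluorescence, 5 s baseline then 140 s kinetic read; Control set: DMSO and PEA EC100; Replication: single well for each compound.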
CHRM1 PAM: human CHRM1 positive allosteric modulation; P11229; CHO-K1 hM1, Fluo-8 calcium fluorescence, ACh EC20; 0% = ACh EC20, 100% = maximal ACh; activation, % at 3 µM; actives 0.088% (n = 360,000); AID 588819; in the data active = activation above about 19%, passing the limit was not always enough
CHO parental Ca: signal in parental CHO cells, OX1R antagonist counter-screen | parental CHO-K1, ATP-induced calcium, Fluo-8 fluorescence | inhibition, % at 5.6 µM | actives 0.63% (n = 330,000) | AID 463079;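 active = inhibition above that plate's mean sample inhibition plus 3 SD, cut at about 26% in these data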;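 note: 0% = ATP-challenged DMSO wells and 100% = DMSO wells without ATP; some compounds past the cut are filed as inactive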
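Assay system: untransfected parental CHO cell line. Also added: ATP agonist challenge. Dosing: one dose, 5.6 µM nominal. Measured by: Fluo-8 fluorescence. Read-out: % inhibition. Benchmarks: ATP wells versus no-ATP DMSO wells. Repeats: no replicates.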
M1 antag: antagonists of human M1 muscarinic receptor; inhibition, % at 3 µM; AID 588852; actives 1.3% (n = 360,000); CHO-K1 hM1, Fluo-8 calcium fluorescence, ACh EC80 antagonist;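 active = percent inhibition above its own plate's cutoff, namely the mean of that plate's compound wells plus 3 SD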;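 note: peak over basal fluorescence ratio during 140 s after agonist addition; 0% = ACh EC80 plus DMSO and 100% = DMSO alone without agonist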
* marks the source's active call; other numbers are inactive results; · = not tested or not shown.

Sample of the layout (6 entries):
SMILES | M1 ag | TAAR1 antag | CHO-K1 Ca PAM | CHO-K1 Ca ag | CHO-K1 Ca antag | TAAR1 agonist | CHRM1 PAM | CHO parental Ca | M1 antag
Cc1c(CNCC(C)c2ccccc2)c(C(=O)O)c(C)n1Cc1ccccc1 (stereo not given) | -5 | 6 | 3 | 0.2 | -8 | 90* | 4 | -19 | -3
Cc1cc(C(=O)N/N=C2\CC(=O)CC(C)(C)C2)c(C)n1-c1ccccc1 | -1 | -1 | -12 | -0.3 | 15 | 5 | 10 | 2 | -5
O=C(CCC(=O)c1ccc(F)cc1)OCc1nnc(-c2ccc([N+](=O)[O-])cc2)o1 | -3 | -3 | 9 | 2.5 | -11 | 0 | -3 | -9 | 1
O=C(CSc1ccc(Cl)cc1)NN=C1CCCCCC1 | -5 | 16 | 14 | -0.1 | -4 | 4 | 7 | 0 | -11
CS(=O)(=O)N1CCc2cc(C(=O)N3CCCC3)ccc21 | -4 | -11 | -12 | 0.0 | -1 | 15 | 4 | 4 | -6
CC(C)C(=O)NC(Nc1ccccc1F)C(Cl)(Cl)Cl (stereo not given) | -6 | 16 | -5 | -0.1 | -13 | 8 | 0 | -21 | 5

The list itself, from the first entry:
SMILES | M1 ag | TAAR1 antag | CHO-K1 Ca PAM | CHO-K1 Ca ag | CHO-K1 Ca antag | TAAR1 agonist | CHRM1 PAM | CHO parental Ca | M1 antag
Cc1c(CNCC(C)c2ccccc2)c(C(=O)O)c(C)n1Cc1ccccc1 (stereo not given) | -5 | 6 | 3 | 0.2 | -8 | 90* | 4 | -19 | -3
Cc1cc(C(=O)N/N=C2\CC(=O)CC(C)(C)C2)c(C)n1-c1ccccc1 | -1 | -1 | -12 | -0.3 | 15 | 5 | 10 | 2 | -5
O=C(CCC(=O)c1ccc(F)cc1)OCc1nnc(-c2ccc([N+](=O)[O-])cc2)o1 | -3 | -3 | 9 | 2.5 | -11 | 0 | -3 | -9 | 1
O=C(CSc1ccc(Cl)cc1)NN=C1CCCCCC1 | -5 | 16 | 14 | -0.1 | -4 | 4 | 7 | 0 | -11
CS(=O)(=O)N1CCc2cc(C(=O)N3CCCC3)ccc21 | -4 | -11 | -12 | 0.0 | -1 | 15 | 4 | 4 | -6
CC(C)C(=O)NC(Nc1ccccc1F)C(Cl)(Cl)Cl (stereo not given) | -6 | 16 | -5 | -0.1 | -13 | 8 | 0 | -21 | 5
CCNc1cc(O)ccc1C | -3 | · | -5 | -0.4 | 4 | · | 7 | -13 | -3
CC(=O)N1CCN2C(=O)C1CCCC(=O)c1cc(C3CCCCC3)ccc12 (stereo not given) | -2 | 8 | 2 | 0.1 | -5 | 4 | 9 | 0 | -11
CC1CCCN(C(=O)C2COc3ccccc3O2)C1 (stereo not given) | -2 | -8 | -18 | -0.2 | 7 | 1 | 3 | 7 | -2
Cc1ccc2nc(-c3sc4nc(C)cc(C)c4c3N)[nH]c2c1 | -5 | -6 | 13 | 0.7 | -3 | 1 | 2 | -13 | 1
COc1cccc(-c2cnc3c(NC=O)cc(-c4cccc(C(=O)N(C)C)c4)cn23)c1 | 1 | 31 | 0 | 4.5 | -2 | 11 | 9 | · | -12
CC1CN(C(=O)COC(=O)c2ccc(N(C)C)cc2)CC(C)O1 (stereo not given) | -3 | 3 | -6 | 2.1 | 8 | 0 | -3 | -13 | 6
COC(=O)[C@H](CCSC)NC(=O)NCc1ccc(S(N)(=O)=O)cc1 | -1 | 8 | 9 | 0.1 | -6 | 8 | 1 | -10 | -3
O=C(Nc1ccccc1C(=O)N1CCN(Cc2ccccc2)CC1)c1ccccc1 | -2 | -8 | 0 | 0.0 | 2 | 1 | 6 | -19 | -4
CCCCCN1CSC(=S)N(Cc2ccccc2)C1 | -4 | 9 | 21 | 0.7 | -13 | 32 | 4 | -6 | -6
Cc1onc(-c2ccccc2)c1C(=O)N/N=C/c1cc2c(cc1Br)OCO2 | -2 | 13 | 27 | 3.2 | -8 | 5 | 6 | -20 | -5
COc1ccc2cc(C(=O)C3CCCN(C(=O)CCc4cnn(C)c4)C3)ccc2c1 (stereo not given) | -6 | 8 | 13 | 5.3 | 1 | 11 | 5 | -28 | -4
COc1ccc(NC2CCN(C3CC(=O)N(c4ccc(F)c(Cl)c4)C3=O)CC2)cc1 (stereo not given) | -3 | -3 | 12 | 0.1 | -8 | 2 | 3 | -12 | -14
NC(=O)N/N=C/c1cc(Br)ccc1OCC(=O)NCc1ccccc1 | 3 | -8 | 21 | 0.5 | -11 | 2 | 17 | -13 | -11
Cc1onc(-c2ccccc2Cl)c1C(=O)NC(=S)NCc1cccnc1 | -11 | -27 | 8 | -0.1 | 0 | -1 | 8 | -21 | -10

Single records (already shown):
NC(=O)N/N=C/c1cc(Br)ccc1OCC(=O)NCc1ccccc1 in the list: M1 ag = 3; TAAR1 antag = -8; CHO-K1 Ca PAM = 21; CHO-K1 Ca ag = 0.5; CHO-K1 Ca antag = -11; TAAR1 agonist = 2; CHRM1 PAM = 17; CHO parental Ca = -13; M1 antag = -11
Cc1onc(-c2ccccc2)c1C(=O)N/N=C/c1cc2c(cc1Br)OCO2 in the list: M1 ag = -2; TAAR1 antag = 13; CHO-K1 Ca PAM = 27; CHO-K1 Ca ag = 3.2; CHO-K1 Ca antag = -8; TAAR1 agonist = 5; CHRM1 PAM = 6; CHO parental Ca = -20; M1 antag = -5

Next records follow:
SMILES | M1 ag | TAAR1 antag | CHO-K1 Ca PAM | CHO-K1 Ca ag | CHO-K1 Ca antag | TAAR1 agonist | CHRM1 PAM | CHO parental Ca | M1 antag
COCCCN1C(=O)c2ccc(C(=O)NCc3ccco3)cc2C1=O | -2 | -14 | 15 | 0.7 | 0 | 8 | 5 | -15 | -4
Cc1ccc(NC(=O)c2onc(C)c2Cl)cc1 | -1 | -17 | -4 | -0.3 | 3 | -1 | 11 | -3 | -17
CCn1c(N)c(C(=O)Nc2ccccc2C(=O)OC)sc1=S | -3 | 14 | 4 | -0.2 | -5 | 5 | 7 | -10 | -17
Cc1ccc(C(=O)COC(=O)CNC(=O)Cc2ccccc2)cc1 | -3 | -3 | -9 | 0.8 | 3 | 2 | 2 | 9 | -6
O=C1c2ccccc2C(=O)N1CCc1nc(-c2ccccn2)no1 | -4 | -1 | 0 | 4.6 | 7 | 1 | 7 | -20 | 1
NS(=O)(=O)c1ccc(CCNC(=O)NC23CC4CC(CC(C4)C2)C3)cc1 | -4 | -1 | 8 | -0.1 | -7 | 1 | 10 | 13 | -4
O=C(Nc1ccccc1)C1CCCN1S(=O)(=O)c1ccc(Br)cc1 (stereo not given) | -2 | -30 | -2 | 0.2 | 3 | 0 | 10 | -12 | -12
COc1ccc(/C=N/NC(=O)CNc2c(Br)cc(C)cc2Br)c(C(=O)O)c1OC | -9 | -12 | 18 | 0.3 | -8 | 3 | 10 | -6 | -10
CN(Cc1ccccc1)C(=O)c1cccc(NC(=O)Cc2ccc(NC(=O)C3CCCN(C(=O)CCc4ccccc4)C3)cc2)c1 (stereo not given) | -9 | 4 | 0 | 1.0 | -1 | 2 | 4 | · | -10
CCOc1ccc(OCC)c(NC(=O)C2CCCN(S(=O)(=O)c3cccs3)C2)c1 (stereo not given) | -6 | -5 | -3 | 3.0 | 0 | -1 | -10 | · | -8
COc1cc(C(=O)NC(=S)Nc2ccc(NC(=O)c3ccco3)cc2)cc(OC)c1OC | -3 | 25 | -1 | 1.9 | 12 | 10 | 6 | -9 | -1
COC(=O)c1ccc(/C=C(\C#N)C(=O)NC(C)c2ccccc2)cc1 (stereo not given) | 0 | -2 | -11 | 0.6 | 13 | 14 | 7 | -11 | 7
COc1ccc(C(C(=O)Nc2ccc3c(c2)OCO3)N(C)C(=O)Cc2c[nH]c3ccccc23)cc1 (stereo not given) | -1 | 19 | 9 | 3.9 | 7 | 12 | 0 | -5 | 6
COc1cccc(N2CCN(C(=S)Nc3cc(C)cc(C)c3)CC2)c1 | -9 | -17 | 3 | 0.3 | 8 | 0 | 9 | -16 | -2
CNS(=O)(=O)c1cccc(C(=O)OCC(=O)Nc2ccc(Cl)cn2)c1 | 0 | 2 | 9 | 1.8 | -11 | 6 | -2 | -10 | 2
Nc1ccc(CCCC(=O)NCc2cccnc2)cc1 | -4 | -4 | 1 | 0.1 | -1 | 1 | 0 | · | -8
C[C@H]1C=C(C(=O)N2CCN(Cc3ccc4c(c3)OCO4)CC2)O[C@@H](OCc2ccc(CO)cc2)C1 | -6 | 21 | -2 | 0.3 | 4 | 3 | 6 | -17 | 1
COC(=O)C(C)n1cnc2c(nnn2-c2ccc(F)cc2)c1=O (stereo not given) | -5 | -15 | 1 | 0.6 | -14 | -1 | 4 | -6 | -7
CC(C)c1ccc(Nc2ncccc2C(=O)O)cc1 | -2 | 1 | 1 | 2.8 | -2 | 3 | 4 | 3 | -6
CCc1ccc(CN2CCC(Oc3ccc(C(=O)NCc4ccccn4)cc3)CC2)o1 | -14 | -1 | 0 | 1.6 | -12 | 4 | -1 | -22 | -6
CN1OC(COC(=O)c2ccccc2)CC1c1ccccc1 (stereo not given) | -2 | -9 | 3 | 0.1 | 4 | 6 | -3 | -11 | 10
O=C(c1cc2cc([N+](=O)[O-])ccc2oc1=O)N1CCN(c2ncccn2)CC1 | -1 | 22 | 12 | 0.2 | -31 | 1 | 7 | -1 | -11
CCCCCCN1C[C@H](O)[C@@H](n2cc(C3CC3)nn2)C[C@@H]1c1ccc(Cl)cc1 | -2 | -8 | 23 | 0.3 | -10 | -1 | 0 | · | -9
O=C(CCOc1ccccc1)NNC(=O)c1ccccc1 | 0 | -5 | -2 | 0.0 | 3 | 4 | 6 | -17 | -17
